Mtb BioA inh: M. tuberculosis BioA enzyme inhibitors, primary screen, biochemical, plate reader, single point, HTS. 7,8-diaminopelargonic acid synthase BioA (Mycobacterium tuberculosis). purified M. tuberculosis BioA enzyme. inhibition, % at 9.99 µM. 360,000 tested, 0.096% active. AID 602481, 2012; in the data active means inhibition above about 40%
Active calls of the source: *.

SMILES | Mtb BioA inh
C[C@H]1CN([C@@H](C)CO)C(=O)Cc2cc(NC(=O)Nc3cccc4ccccc34)ccc2O[C@H]1CN(C)S(C)(=O)=O | 1.4
CO[C@H]1CN(C)C(=O)c2ccc(NC(=O)Nc3c(C)noc3C)cc2OC[C@H](C)N(C)C[C@H]1C | -0.2
O=S(=O)(Cc1ccccc1)NCC[C@@H]1CC[C@H](NS(=O)(=O)c2ccccc2)[C@@H](CO)O1 | 3.6
N#Cc1cccc(-c2ccc([C@H]3[C@H](CO)N4CCCCN(S(=O)(=O)c5ccccc5)C[C@@H]34)cc2)c1 | 4.2
C[C@H]1CCCCO[C@@H](CN(C)CC2CCCCC2)[C@@H](C)CN([C@@H](C)CO)C(=O)c2cc(NS(=O)(=O)c3cccs3)ccc2O1 | 2.7
CN1[C@@H]2c3ccc(/C=C/c4ccccc4)c(=O)n3C[C@@H]2[C@@H](CO)[C@@H]1C(=O)Nc1nccs1 | 4.5
COc1cccc(-c2ccc3c(c2)[C@@H]2[C@@H](CCN2C(=O)c2ccccn2)[C@@H](CO)N3C)c1 | 1.6
Cc1noc(C)c1S(=O)(=O)Nc1ccc2c(c1)C(=O)N([C@H](C)CO)C[C@H](C)[C@H](CN(C)S(=O)(=O)c1ccc(F)cc1)OCCCC[C@H](C)O2 | 0.7
C/C=C/c1cnc2c(c1)C(=O)N([C@@H](C)CO)C[C@@H](C)[C@H](CN(C)C(=O)Nc1ccc(OC)cc1)O2 | -1.3
C[C@H]1CN([C@@H](C)CO)C(=O)c2cc(C#Cc3ccccc3)cnc2O[C@H]1CN(C)Cc1ccccn1 | 1.2
O=C(NC1CCCC1)N1CCCCN2[C@H](CO)[C@@H](c3ccc(-c4ccccc4)cc3)[C@H]2C1 | 2.5
CNC[C@@H]1Oc2ccc(NC(=O)C3CC3)cc2CC(=O)N([C@@H](C)CO)C[C@@H]1C | 0.2
CN1CCN(C(=O)C[C@@H]2CC[C@H]3[C@@H](COC[C@@H](O)CN3C(=O)Cc3ccccc3)O2)CC1 | -0.6
C[C@@H]1CN([C@@H](C)CO)C(=O)c2ccccc2-c2ccccc2CO[C@@H]1CN(C)C | 2.4
C[C@@H]1CN([C@@H](C)CO)C(=O)c2cc(/C=C/c3ccccc3)cnc2O[C@H]1CN(C)C(=O)c1ccc2c(c1)OCO2 | 5.5
O=C(C[C@H]1C[C@H]2c3cc(NS(=O)(=O)c4ccccc4)ccc3O[C@H]2[C@H](CO)O1)NC1CCCC1 | -0.1
C[C@H](CO)N1C[C@H](C)[C@H](CN(C)S(=O)(=O)c2ccc(F)cc2)OCCCC[C@H](C)Oc2ccc(NC(=O)Nc3cccc4ccccc34)cc2C1=O | -2.6
CCc1cnc(N2[C@H](C#N)[C@H](c3ccc(C4=CCCC4)cc3)[C@H]2CO)s1 | -2.7
Cc1ccc(S(=O)(=O)N[C@H]2CC[C@H](CCNC(=O)C3CCC3)O[C@@H]2CO)cc1 | -1.6
COc1ccc(S(=O)(=O)N2CCCCN3[C@H](CO)[C@@H](c4ccc(C#CCC(C)C)cc4)[C@H]3C2)cc1 | -1.1
COc1ccc(S(=O)(=O)Nc2ccc3c(c2)C(=O)N([C@H](C)CO)C[C@H](C)[C@H](CN(C)C)O3)cc1 | -2.3
CNC[C@H]1OCCCC[C@@H](C)Oc2ccc(NS(=O)(=O)c3c(C)noc3C)cc2C(=O)N([C@H](C)CO)C[C@H]1C | 0.7
COCC#Cc1cnc2c(c1)C(=O)N([C@@H](C)CO)C[C@@H](C)[C@H](CN(C)C(=O)CN1CCOCC1)O2 | 1.7
C[C@@H]1CN([C@H](C)CO)C(=O)c2c(c3ccccc3n2C)-c2ccccc2CO[C@H]1CN(C)C(=O)[C@@H](Cc1ccccc1)N(C)C | 1.5
CN1CCN(C(=O)C[C@H]2C[C@@H]3c4cc(NC(=O)C5CCOCC5)ccc4O[C@@H]3[C@@H](CO)O2)CC1 | 0.6

Further records.
SMILES | Mtb BioA inh
O=C(C[C@H]1C[C@H]2c3cc(NC(=O)C4CCC4)ccc3O[C@H]2[C@H](CO)O1)NCCN1CCCCC1 | 0.2
C[C@@H]1CN([C@@H](C)CO)C(=O)c2cc(NC(=O)c3ccncc3)ccc2O[C@@H]1CN(C)Cc1ccc(C(=O)O)cc1 | -3.1
C[C@@H]1CN([C@H](C)CO)C(=O)Cc2cc(NC(=O)c3ccncc3)ccc2O[C@H]1CN(C)Cc1ccc(-c2ccccc2)cc1 | -6.2
Cc1ccc(S(=O)(=O)N(C)C[C@@H]2Oc3c(NS(=O)(=O)c4ccc(F)cc4)cccc3C(=O)N([C@@H](C)CO)C[C@H]2C)cc1 | -1.6
C[C@H]1CN([C@@H](C)CO)C(=O)c2cc(NC(=O)C3CCCCC3)ccc2O[C@@H]1CN(C)S(=O)(=O)c1ccc(F)cc1 | -2.4
O=C(Nc1ccc2c(c1)[C@@H]1C[C@H](CC(=O)N3CCCCC3)O[C@H](CO)[C@@H]1O2)NC1CCCC1 | -1.6
CS(=O)(=O)N1C[C@H](O)COC[C@@H]2O[C@@H](CC(=O)NCc3ccc(-c4ccccc4)cc3)CC[C@H]21 | -1.8
O=C(NC[C@@H]1[C@H](c2ccccc2)[C@@H](CO)N1C(=O)C1CCC1)NC1CCCC1 | 0.0
C[C@@H]1CN([C@@H](C)CO)C(=O)c2cc(NC(=O)c3ccncc3)ccc2O[C@@H](C)CCCCO[C@@H]1CN(C)C(=O)CCC(F)(F)F | -0.7
CNC(=O)C[C@H]1CC[C@H]2[C@@H](COc3ccc(NC(=O)c4ccno4)cc3C(=O)N2C)O1 | 0.6
COc1cccc(-c2ccc3c(c2)O[C@@H](CN(C)C)[C@H](C)CN([C@H](C)CO)S3(=O)=O)c1 | 2.9
O=C(Cc1ccccc1)N[C@H]1CC[C@@H](CC(=O)N2CCOCC2)O[C@H]1CO | -2.1
COc1ccc(S(=O)(=O)Nc2ccc3c(c2)C(=O)N([C@@H](C)CO)C[C@@H](C)[C@@H](CN(C)C(=O)CCCN(C)C)OCCCC[C@H](C)O3)cc1 | -1.5
C[C@H]1CN([C@@H](C)CO)C(=O)c2cc(NC(=O)Nc3cccc4ccccc34)ccc2O[C@H]1CN(C)Cc1ccc(Cl)c(Cl)c1 | -1.9
C[C@H](CO)N1C[C@H](C)[C@H](CN(C)Cc2ccccn2)Oc2cc(-c3cncnc3)ccc2S1(=O)=O | -1.1
O=C(C[C@H]1CC[C@H]2[C@@H](COC[C@@H](O)CN2S(=O)(=O)c2cccc(Cl)c2)O1)NC1CCC1 | 0.8
O=C(N[C@@H]1CC[C@H](CCn2cc(-c3ccc(F)cc3)nn2)O[C@H]1CO)c1cnccn1 | -0.6
C[C@@H]1CN([C@H](C)CO)C(=O)c2cc(NS(C)(=O)=O)ccc2O[C@@H](C)CCCCO[C@@H]1CN(C)S(=O)(=O)c1ccc(F)cc1 | 0.1
CC(=O)Nc1ccc2c(c1)C(=O)N(C)[C@@H]1CC[C@H](CC(=O)Nc3cn(C)nc3C)O[C@H]1CO2 | 1.1
CNC(=O)C[C@H]1CC[C@@H]2[C@H](COC[C@@H](O)CN2C(=O)Nc2ccc3c(c2)OCO3)O1 | 49.9*
O=C(NCC1CCCCC1)[C@H]1[C@H](CO)[C@H]2Cn3c(cccc3=O)[C@H]2N1Cc1ccccn1 | 1.0
C[C@H](CO)N1C[C@H](C)[C@@H](CN(C)C(=O)Nc2ccccc2)Oc2c(NC(=O)Nc3ccc(F)cc3)cccc2C1=O | 0.1
C[C@H]1CN([C@@H](C)CO)C(=O)c2cc(/C=C/c3ccccc3)cnc2O[C@@H]1CN(C)C(=O)c1cccnc1 | 0.7
COCC(=O)Nc1ccc2c(c1)C(=O)N(C)[C@@H]1CC[C@@H](CC(=O)NCCc3ccncc3)O[C@H]1CO2 | 0.1
C[C@@H]1CN([C@@H](C)CO)C(=O)c2cc(NS(=O)(=O)c3ccccc3)ccc2O[C@H]1CN(C)S(=O)(=O)c1cccs1 | 3.7

(continued)
SMILES | Mtb BioA inh
CCNC(=O)C[C@@H]1CC[C@@H]2[C@@H](COc3ccc(NC(=O)Cc4cccs4)cc3C(=O)N2C)O1 | 1.5
COCC(=O)N1C[C@@H](C)[C@@H](OC)CN(C)C(=O)c2ccc(NC(=O)c3ccccc3)cc2OC[C@H]1C | -3.7
CC(C)NC(=O)N1[C@H](CO)[C@H]2c3ccccc3N(C(=O)Nc3ccc(Cl)cc3)C[C@H]21 | -2.9
C[C@H](CO)N1C[C@H](C)[C@@H](CN(C)S(C)(=O)=O)OCCCC[C@H](C)Oc2ccc(NC(=O)NC3CCCCC3)cc2C1=O | 1.6
C[C@@H]1CN([C@@H](C)CO)S(=O)(=O)c2ccc(-c3ccc(C(=O)N(C)C)cc3)cc2O[C@@H]1CN(C)Cc1ccc2c(c1)OCO2 | -6.1
CC(C)NC(=O)Nc1ccc2c(c1)CC(=O)N([C@H](C)CO)C[C@@H](C)[C@@H](CN(C)S(=O)(=O)c1ccc(Cl)cc1)O2 | 3.6
Cc1cc(C(=O)Nc2cccc3c2O[C@H](CN(C)S(=O)(=O)c2cn(C)cn2)[C@H](C)CN([C@@H](C)CO)C3=O)n(C)n1 | -1.5
O=C(C[C@@H]1CC[C@@H]2[C@H](COC[C@@H](O)CN2S(=O)(=O)c2ccc(Cl)cc2)O1)NCCN1CCCC1 | -1.3
CCCc1cn(CC[C@H]2CC[C@H](NC(=O)C3CCC3)[C@@H](CO)O2)nn1 | -0.8
CO[C@@H]1CN(C)C(=O)c2cc(NS(C)(=O)=O)ccc2OC[C@H](C)N(C(=O)c2ccc3c(c2)OCO3)C[C@H]1C | -1.3
O=C(CCN1CCCCC1)N[C@H]1CC[C@H](CC(=O)N2CCC(Cc3ccccc3)CC2)O[C@H]1CO | -0.6
C[C@H]1CN([C@@H](C)CO)C(=O)c2cc(NC(=O)CCN3CCOCC3)ccc2O[C@H]1CN(C)Cc1ccncc1 | -0.2
Cc1ccc(S(=O)(=O)Nc2ccc3c(c2)CC(=O)N([C@@H](C)CO)C[C@@H](C)[C@@H](CN(C)CC2CCCCC2)O3)cc1 | -0.7
CCCC#Cc1ccc([C@H]2[C@@H](CO)N3CCCCN(C(=O)c4ccc5c(c4)OCO5)C[C@H]23)cc1 | -0.5
C[C@@H]1CN([C@@H](C)CO)C(=O)c2cc(NC(=O)Nc3ccc4c(c3)OCO4)ccc2O[C@@H](C)CCCCO[C@H]1CN(C)Cc1ccc2c(c1)OCO2 | -1.6
O=C(C[C@H]1C=C[C@@H](NC(=O)NC2CCCC2)[C@H](CO)O1)NCc1ccc(F)cc1 | -1.4
COc1ccc(CN(C)C[C@@H]2Oc3c(NS(=O)(=O)c4ccc(Cl)cc4)cccc3C(=O)N([C@H](C)CO)C[C@@H]2C)cc1 | -0.6
COCCNC(=O)C[C@@H]1CC[C@H]2[C@@H](COc3ccc(NS(=O)(=O)c4ccc(Cl)cc4)cc3C(=O)N2C)O1 | 1.2
COc1ccc(-c2ccc3c(c2)[C@H]2[C@H](CCN2Cc2cncnc2)[C@H](CO)N3)cc1 | 1.2
C[C@H](O)C#Cc1cnc2c(c1)C(=O)N([C@H](C)CO)C[C@H](C)[C@H](CN(C)Cc1ccc(-c3ccccc3)cc1)O2 | -0.3
C[C@@H]1CN([C@@H](C)CO)C(=O)c2cccc(N(C)C)c2O[C@@H]1CN(C)S(=O)(=O)c1ccc(F)cc1 | 0.4
CC=Cc1ccc2n(c1=O)C[C@@H]1[C@@H](CO)[C@H](C(=O)N[C@@H](C)c3ccccc3)[C@H]2N1Cc1cccnc1 (mixture of isomers) | 0.3
O=S(=O)(Cc1ccccc1)N1CCCCN2[C@@H](CO)[C@H](c3ccc(-c4ccccc4)cc3)[C@@H]2C1 | 11.9
C/C=C/c1ccc2c(c1)O[C@H](CN(C)CC1CCCC1)[C@@H](C)CN([C@H](C)CO)S2(=O)=O | -3.8
O=C(C[C@@H]1CC[C@@H](NC(=O)C2CCC2)[C@H](CO)O1)Nc1nccs1 | -3.2
COc1cccc(C#Cc2cnc3c(c2)C(=O)N([C@@H](C)CO)C[C@@H](C)[C@H](CN(C)C(=O)C2CCCCC2)O3)c1 | 8.6
CCCNC(=O)C[C@H]1CC[C@H]2[C@H](COc3ccc(NC(=O)NCC)cc3C(=O)N2C)O1 | -1.3
C[C@H]1CN([C@@H](C)CO)C(=O)c2cc(-c3cncnc3)cnc2O[C@H]1CN(C)C(=O)c1cccc(F)c1 | -1.6
Cc1noc(C)c1NC(=O)N(C)C[C@@H]1Oc2c(NS(=O)(=O)c3cn(C)cn3)cccc2C(=O)N([C@H](C)CO)C[C@@H]1C | -1.6
COc1ccc(NC(=O)Nc2cccc3c2O[C@@H](CN(C)Cc2ccc(C(F)(F)F)cc2)[C@H](C)CN([C@H](C)CO)C3=O)cc1 | 3.2

The list is partial (hit frequency here may not be typical).
